SKN-1 inh = blocks SKN-1 activity in C. elegans. C. elegans VP596 Pgst-4::GFP/RFP ratio, acrylamide-induced, 24 h. inhibition, % at 21.8 µM. 360,000 compounds, 0.49% hits;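 active means interference check ratio from 0.5 to 1.5 plus GFP to RFP signal ratio inhibition reaching or exceeding a fixed threshold, cut at about 30% in these data, passing the limit was not always enough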; further: some compounds called inactive have numbers as strong as hits
NadD block = inhibitors of Staphylococcus aureus NadD | purified NadD enzyme, colorimetric absorbance read-out | inhibition, % at 20 µM | 360,000 compounds, 0.78% hits; in the data active means inhibition above about 26%; further: some compounds past the cut are filed as inactive
Rin1 Abl inh = inhibitors of human Rin1-Abl protein interaction; TR-FRET Rin1/Abl binding, biochemical; inhibition, % at 7.35 µM; 360,000 compounds, 0.4% hits; AID 588664; in the data active means inhibition above about 5%, passing the limit was not always enough
Target sequence (P00519 whole entry, looked up): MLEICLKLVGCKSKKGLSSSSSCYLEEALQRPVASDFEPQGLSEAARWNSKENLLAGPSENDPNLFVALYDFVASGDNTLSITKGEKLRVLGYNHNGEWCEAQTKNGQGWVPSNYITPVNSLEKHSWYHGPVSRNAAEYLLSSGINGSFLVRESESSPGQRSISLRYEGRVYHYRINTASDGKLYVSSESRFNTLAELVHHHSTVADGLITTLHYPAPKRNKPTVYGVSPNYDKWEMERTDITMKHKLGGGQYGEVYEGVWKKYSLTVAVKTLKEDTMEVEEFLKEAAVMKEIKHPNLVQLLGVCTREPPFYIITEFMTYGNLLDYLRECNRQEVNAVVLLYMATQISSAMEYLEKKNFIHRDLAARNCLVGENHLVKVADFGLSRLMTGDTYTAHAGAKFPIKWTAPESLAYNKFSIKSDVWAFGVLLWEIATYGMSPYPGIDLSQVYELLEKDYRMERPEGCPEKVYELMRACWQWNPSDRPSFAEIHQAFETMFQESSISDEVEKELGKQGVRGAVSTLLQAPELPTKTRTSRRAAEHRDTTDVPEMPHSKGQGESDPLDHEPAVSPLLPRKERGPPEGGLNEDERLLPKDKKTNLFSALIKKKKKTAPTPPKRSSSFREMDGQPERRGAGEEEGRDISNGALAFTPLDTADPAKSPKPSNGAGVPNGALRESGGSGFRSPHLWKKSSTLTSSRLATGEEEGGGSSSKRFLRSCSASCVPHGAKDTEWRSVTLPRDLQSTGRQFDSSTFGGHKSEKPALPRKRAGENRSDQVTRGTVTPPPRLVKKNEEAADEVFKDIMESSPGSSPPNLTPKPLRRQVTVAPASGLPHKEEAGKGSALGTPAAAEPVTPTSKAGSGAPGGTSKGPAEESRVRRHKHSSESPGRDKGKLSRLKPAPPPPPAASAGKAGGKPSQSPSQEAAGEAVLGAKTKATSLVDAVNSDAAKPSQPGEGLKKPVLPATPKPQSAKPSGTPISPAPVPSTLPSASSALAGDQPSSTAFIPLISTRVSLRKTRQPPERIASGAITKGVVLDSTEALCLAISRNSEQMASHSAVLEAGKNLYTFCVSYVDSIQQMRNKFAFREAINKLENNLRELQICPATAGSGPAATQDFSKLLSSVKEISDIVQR
Target sequence (Q13671 whole entry, looked up): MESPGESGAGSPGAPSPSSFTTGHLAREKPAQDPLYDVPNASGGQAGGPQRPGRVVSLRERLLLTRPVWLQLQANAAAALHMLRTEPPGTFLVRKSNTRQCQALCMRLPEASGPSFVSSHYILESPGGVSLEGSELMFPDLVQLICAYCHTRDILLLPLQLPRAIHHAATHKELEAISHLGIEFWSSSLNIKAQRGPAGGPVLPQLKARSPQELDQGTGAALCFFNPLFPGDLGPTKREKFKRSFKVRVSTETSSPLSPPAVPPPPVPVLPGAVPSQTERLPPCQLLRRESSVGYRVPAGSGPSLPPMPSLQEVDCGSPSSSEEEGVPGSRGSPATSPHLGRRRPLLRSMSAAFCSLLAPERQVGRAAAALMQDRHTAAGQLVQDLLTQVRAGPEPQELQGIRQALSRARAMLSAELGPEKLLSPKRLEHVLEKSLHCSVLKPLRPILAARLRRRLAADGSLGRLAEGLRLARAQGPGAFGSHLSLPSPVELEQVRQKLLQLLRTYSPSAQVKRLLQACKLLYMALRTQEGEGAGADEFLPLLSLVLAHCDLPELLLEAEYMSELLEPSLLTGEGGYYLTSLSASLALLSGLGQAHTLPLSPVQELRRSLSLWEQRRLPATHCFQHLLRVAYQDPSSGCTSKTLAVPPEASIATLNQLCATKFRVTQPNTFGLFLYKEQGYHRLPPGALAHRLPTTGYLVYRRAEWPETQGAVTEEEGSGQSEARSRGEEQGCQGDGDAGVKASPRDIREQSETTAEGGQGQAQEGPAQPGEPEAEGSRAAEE
FAS-TE inh = blocks the thioesterase domain of human fatty acid synthase; inhibition, % at 15 µM; P49327; 360,000 compounds, 0.67% hits; recombinant FAS-TE, OMFH fluorogenic substrate, fluorescence endpoint;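 active means compounds whose normalised, plate-corrected inhibition of enzyme fluorescence in the single-dose primary screen is 50% or more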;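 further: 0% = DMSO with enzyme and 100% = substrate without enzyme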
Rpn11 inh = inhibitors of human proteasome Rpn11; human 26S proteasome, Ub4-pepOG fluorescence polarization; 20S core pre-blocked with epoxomicin; calls only at 20 µM; 360,000 compounds, 0.59% hits; AID 588493;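 active means inhibition at 20 µM, scaled to each plate's controls, above about 33%, limit read from the data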
Neddylation inh = cullin neddylation inhibition | P61081+Q13564 | calls only at 25 µM | 360,000 compounds, 0.58% hits | TR-FRET cullin neddylation, biochemical; in the data active means inhibition above about 36%
MT1-MMP act inh = inhibitors of human MT1-MMP activation; P50281; HT1080 RFP-PRO-GFP cells, GFP/RFP ratio fluorescence, overnight; percent of plate control window, DMSO zero; GFP/RFP ratio change, % at 20 µM; 360,000 compounds, 0.061% hits; AID 651647;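 active means GFP/RFP ratio change of at least 30% with cell ATP level not reduced by more than half and red fluorescence within 50% of control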; further: strong numbers were not always called active
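Assay system: RFP-PRO-GFP reporter HT1080 cells; read-out basis: GFP/RFP fluorescence ratio; benchmarks: DMSO wells and RFP-L50D-GFP cells; doses: 20 µM single dose, 1% DMSO; schedule: overnight cell settling, then overnight compound exposure, 37 °C, 5% CO2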
PABP1 MLLE inh = inhibitors of microRNA-mediated deadenylation, human PABP1 MLLE binding; GST-MLLE / FITC-PAM2 fluorescence polarization; AID 588489; inhibition, % at 20 µM; P11940; 360,000 compounds, 0.36% hits; in the data active means inhibition above about 35%, passing the limit was not always enough;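 further: plate controls were DMSO wells with GST-MLLE for no effect and wells lacking GST-MLLE protein for full effect; some results filed as inactive read as strong as hits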
CSN inh = inhibitors of human CSN-mediated cullin deneddylation; Q92905; Purified CSN, SCF-Nedd8-OG deneddylation, fluorescence polarization; inhibition, % at 12.5 µM; 360,000 compounds, 0.38% hits;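 active means pattern-corrected inhibition above about 35%, with an unprinted fluorescence ratio check between 0.5 and 1.5, limit read from the data, passing the limit was not always enough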;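 further: 0% = enzyme with substrate and 100% = substrate without enzyme; some results filed as inactive read as strong as hits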
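Assay system: purified human Csn5 enzyme expressed in HEK293T cells; Input: 0.24 nM Csn5 enzyme, final concentration; Reagent: 10 nM SCFSkp2-Nedd8OG; Compound dosing: 12.5 µM single point; Times: reaction 90 min, room temperature; Technique: fluorescence polarization readout.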
The depositor's hits bear a star; i = inactive; / = no result given; + = active, no number.

SMILES | SKN-1 inh | NadD block | Rin1 Abl inh | FAS-TE inh | Rpn11 inh | Neddylation inh | MT1-MMP act inh | PABP1 MLLE inh | CSN inh
C[C@@H]1CN([C@@H](C)CO)C(=O)c2cc(Br)cnc2O[C@@H]1CN(C)Cc1ccc(Oc2ccccc2)cc1 | 1 | -6 | -4 | 9 | i | i | 1 | -11 | -4
O=C(c1ccccc1)N1N=C(c2ccccc2)CC1c1ccc2nccnc2c1 (stereo not drawn) | 12 | 1 | 1 | 9 | i | i | -4 | 3 | 7
CN(C)CCCNc1nc2cc(-c3cnn(Cc4ccccc4)c3)sc2c(=O)n1C | 31 | -1 | -4 | 0 | i | i | 0 | -34 | -3
COC(=O)[C@@H](Cc1c[nH]c2ccccc12)NCc1ccc(B(O)O)cc1 | 14 | 0 | -1 | -7 | i | i | 2 | 18 | 4
C=CCn1c(SCC(=O)c2ccc(OC)cc2)nnc1-c1cc2cccc(OC)c2o1 | -12 | 6 | 5 | 0 | i | i | 1 | -99 | -4
CCn1cc(C(=O)OCC(=O)NCc2ccc3c(c2)OCO3)c(=O)c2ccc(C)nc21 | 35* | 2 | -1 | 0 | i | i | 3 | -49 | 0
CCOc1ccc(OCC)c(NC(=O)CCCN2C(=S)NC(C)(C)CC2C)c1 (stereo not drawn) | 9 | 4 | 2 | -9 | i | i | 2 | -60 | -4
CC(=O)c1ccc(NC(=S)NCc2ccco2)cc1 | -10 | -6 | 1 | -4 | i | i | 2 | 25 | 5
Cc1ccc(Cl)c(Cn2cnc3c(cnn3C(C)(C)C)c2=O)c1F | 18 | -4 | 1 | 27 | i | i | -3 | 3 | 0
O=C(NCc1ccco1)C(=O)c1cn(CC(=O)N2CCCCCC2)c2ccccc12 | 1 | -6 | 2 | -1 | i | i | 0 | -7 | 1
COc1ccc(CN(C)CC(O)COC(c2ccccc2)c2ccccc2)c(OC)c1OC (stereo not drawn) | -7 | -10 | 0 | -7 | i | i | -3 | -9 | 0
CC(OC(=O)C1CCN(S(=O)(=O)c2ccc(C(C)(C)C)cc2)CC1)C(=O)N(C)C1CCCCC1 (stereo not drawn) | -21 | -3 | 4 | 31 | i | i | 2 | -2 | -1
O=C(O)C(Cc1ccccc1[N+](=O)[O-])N1C(=O)c2ccccc2C1=O (stereo not drawn) | 0 | 1 | 3 | -11 | i | i | 1 | 5 | 3
CC(C)(C)n1nnnc1C(c1ccccc1)N1CCN(c2ncccn2)CC1 (stereo not drawn) | 7 | 3 | / | -7 | / | i | 1 | / | -1
Oc1ccccc1/C=N/[n+]1ccccc1 | -9 | 6 | -2 | -6 | i | i | -3 | -81 | -1
CCCNC(=O)c1cn(CC)c2cc(N3CCN(C)CC3)c(F)cc2c1=O | 15 | -3 | -1 | -14 | i | / | 2 | 4 | -5
N#Cc1ccc(S(=O)(=O)N2CCN(Cc3cccs3)CC2)cc1 | 13 | 0 | 2 | 0 | i | i | 0 | 14 | -2
O=C(NC1(C(F)(F)F)NC(=O)N(c2ccc(F)cc2)C1=O)c1ccncc1 (stereo not drawn) | 10 | -7 | 0 | -8 | i | i | -3 | 9 | 3
O=c1[nH]c(/C=C\c2ccc(O)cc2)nc(O)c1[N+](=O)[O-] | 12 | -1 | -5 | -5 | i | i | 1 | -1 | 8
CC(C)(C)NC(=O)C(c1ccc(C#N)cc1)n1c(=O)c(-c2ccccc2)nc2ccccc21 (stereo not drawn) | 1 | / | / | / | / | / | -10 | / | 0
COC(=O)c1ccc2c(=O)[nH]c(COC(=O)c3cccc(S(=O)(=O)N4CCOCC4)c3)nc2c1 | 6 | 5 | -1 | -4 | i | i | 3 | -12 | 0
CCS(=O)(=O)N1CCC(C(=O)N2CCN(Cc3ccccc3)CC2)CC1 | 2 | -6 | 1 | -2 | i | i | -1 | 8 | -15
CCOC(=O)c1ccc(N2C(=O)c3n[nH]c(-c4ccco4)c3C2c2cccc([N+](=O)[O-])c2)cc1 (stereo not drawn) | 11 | 29 | -3 | 48 | i | i | -1 | -4 | 10
CN1C(=O)[C@@](O)(c2cn(C)c3ccccc23)c2cc(Br)ccc21 | -5 | / | / | / | / | i | 3 | / | -3
O=[N+]([O-])c1ccc(Cl)c(CN2CCSCC2)c1 | 5 | 2 | -2 | -6 | i | i | 1 | -4 | -12

(list continues)
SMILES | SKN-1 inh | NadD block | Rin1 Abl inh | FAS-TE inh | Rpn11 inh | Neddylation inh | MT1-MMP act inh | PABP1 MLLE inh | CSN inh
CCN(CC(=O)Nc1c(F)cccc1F)C(=O)c1ccc(S(=O)(=O)N2CCCCCC2)cc1 | 17 | -2 | 3 | -5 | i | i | -1 | -9 | -6
CN(c1ccc(F)cc1)S(=O)(=O)c1ccc(Cl)c(C(=O)NCc2ccco2)c1 | 11 | -7 | 0 | 8 | i | i | -4 | 2 | 2
Cc1nc(NC(=O)CN2CCOCC2)sc1-c1ccccc1 | -1 | 0 | -4 | -4 | i | i | 1 | -4 | -3
CCCn1c(N2CCN(Cc3ccc(Cl)cc3)CC2)nc2ccccc21 | -1 | -5 | 1 | 15 | i | i | 3 | 4 | -1
CC(C)C1N=C(c2ccc3c(c2)OCO3)CC(c2ccccc2O)N1 (stereo not drawn) | 6 | 4 | 1 | 11 | i | i | -6 | 2 | 1
CCOC(=O)Nc1ccc(NC(=O)c2c(OC)cccc2OC)cc1 | 10 | -7 | 0 | -7 | i | i | -1 | -5 | 0
O=S1(=O)CC(N2CCN(CCO)CC2)CN1CCc1ccccc1 (stereo not drawn) | 14 | -6 | 0 | -7 | i | i | 3 | -3 | 1
COC(C(=O)Nc1c(F)cccc1F)c1ccccc1 (stereo not drawn) | 4 | 3 | -2 | -2 | i | i | 3 | 7 | -2
Cc1cc(NC(=O)COc2ccc3ccccc3c2)no1 | -3 | -7 | 3 | -3 | i | i | 1 | 1 | 2
O=C(Nc1cccc(Cl)c1)OCc1cncs1 | 14 | -1 | -1 | -1 | i | i | -2 | 0 | -6
C=CCn1c(Cn2nnc3ccccc32)nnc1SCC(=O)N/N=C/c1cc(Br)cc(OC)c1O | 26 | 11 | -3 | -3 | i | i | 2 | -7 | -2
CC(=O)Nc1ccc(C(=O)N2CCCCC2c2cc(C(=O)Nc3ccccc3Cl)no2)cc1 (stereo not drawn) | 0 | 3 | 1 | 2 | i | i | 4 | 7 | -2
COc1ccc(-c2nnc(SCC(=O)NCc3cccs3)n2C)cc1 | 6 | 0 | 1 | -7 | i | i | 9 | -29 | -5
CCOC(=O)c1c(S(=O)(=O)N2CCCC(C(=O)Nc3ccc(C)cn3)C2)c(C)n(C)c1C (stereo not drawn) | 16 | 6 | -4 | -3 | i | i | 3 | -7 | -3
O=C(O)/C=C/C(=O)Nc1nc(-c2ccc3ccccc3c2)cs1 | -11 | -1 | -2 | -1 | i | i | -3 | -11 | 3
Cc1ccc(NC(=O)CCC(=O)c2ccc(F)cc2)cc1Cl | -5 | -3 | 2 | 7 | i | i | 2 | -6 | -2
Cc1cc(NCCN2CCOCC2)n2ncc(-c3ccccc3)c2n1 | -9 | -1 | 4 | -7 | i | / | -3 | -2 | 1
Cc1n[nH]c2ccc([N+](=O)[O-])cc2c1=O | 14 | -4 | -7 | 0 | i | i | 2 | -7 | -3
COCCn1c(=S)[nH]c2cc(C(=O)NCC3CCCO3)ccc2c1=O (stereo not drawn) | -5 | -1 | -3 | -7 | i | i | -6 | -61 | 2
Cc1cc(Cl)c(Cl)cc1S(=O)(=O)NCCCn1ccnc1 | -18 | -4 | 1 | 9 | i | i | 3 | 6 | 7
O=C(Nc1ccccc1)O/N=C/c1ccncc1 | 2 | 1 | 2 | -8 | i | i | 6 | 11 | -1
O=C(NCc1ccc(Cl)cc1)c1ccc2nc[nH]c2c1 | 11 | -1 | 6 | -6 | i | i | 2 | -19 | -2
Cc1cc2c(=O)[nH]c(Cc3ccccc3)nc2s1 | 4 | -6 | 4 | -9 | i | i | 0 | -11 | -7
O=C(Nc1ccccc1)Nc1c(F)cccc1F | 5 | -1 | 1 | -10 | i | i | 1 | 7 | -3
CN(C)CCCN(C(=O)c1ccc(S(=O)(=O)N2CCCCCC2)cc1)c1nc2cc3c(cc2s1)OCO3 | 10 | -2 | -1 | 14 | i | i | -1 | 1 | 6

(continued)
SMILES | SKN-1 inh | NadD block | Rin1 Abl inh | FAS-TE inh | Rpn11 inh | Neddylation inh | MT1-MMP act inh | PABP1 MLLE inh | CSN inh
Cc1cc(C)c(OCC(=O)N(Cc2cccs2)C2CCS(=O)(=O)C2)c(C)c1 (stereo not drawn) | -5 | -2 | -1 | 3 | i | i | 1 | 4 | -5
CC(=O)Nc1ccc(CNc2nc3cc(-c4cccc(C(F)(F)F)c4)sc3c(=O)n2C)cc1 | 4 | 0 | -3 | 5 | i | i | -9 | -2 | -2
Cc1cccc(/C(N)=N/OC(=O)COc2ccc(Cl)cc2)c1 | -4 | 4 | -2 | 5 | i | i | -2 | 2 | 0
COc1ccccc1CNC(=O)C/C(C)=N/NC(=O)Cc1ccc(OC)c(OC)c1 | 7 | 0 | 1 | -10 | i | i | 0 | 5 | 0
O=C(Cn1ncc2c3ccccc3n(Cc3ccccc3)c2c1=O)NCCN1CCOCC1 | 19 | -6 | -2 | -1 | i | i | -1 | 0 | 1
Cc1csc(NC(C)c2nc3cc(Cl)c(Cl)cc3n2CCCO)n1 (stereo not drawn) | 3 | 1 | 5 | 13 | i | i | 0 | -116 | 4
CC(C)Oc1ccc(CC(=O)NNC(=S)Nc2ccccc2)cc1 | 0 | -5 | -1 | -6 | i | i | -6 | 31 | 3
Cc1cccc(NC(=O)NC2CC(=O)N(c3ccc4c(c3)OCCO4)C2)n1 (stereo not drawn) | 10 | -4 | -3 | -3 | i | i | 1 | 4 | -3
CCCCSc1nc2c(c(=O)[nH]1)CCC2 | 3 | -4 | -1 | -6 | i | i | 0 | 4 | -1
O=C(Cn1cnc2c(nnn2Cc2ccc(F)cc2)c1=O)NC1CCCC1 | -14 | -6 | 0 | -5 | i | i | 7 | -13 | 1
CCCS(=O)(=O)N1CCCC(C(=O)Oc2ccccc2Cl)C1 (stereo not drawn) | 11 | 3 | 1 | 1 | i | i | 0 | 2 | 1
O=C(O)c1ccc2c(c1)C(=O)N([C@H](Cc1cccc3ccccc13)C(=O)O)C2=O | 2 | -5 | -2 | -3 | i | i | -1 | 1 | 0
OCCN1CCN(c2nc(-c3ccccc3)nc3c2oc2ccccc23)CC1 | 9 | 1 | -1 | 9 | i | i | -11 | -7 | -4
N#Cc1c(NC(=O)c2ccccc2Cl)n(Cc2ccccc2)c2nc3ccccc3nc12 | 18 | 32* | 8 | 40 | + | i | -78 | -14 | 74*
O=[N+]([O-])c1cccc(N/N=C/c2cccc3ccccc23)c1 | 13 | -2 | -2 | 41 | i | i | 0 | 5 | -3
